Screening data deposited in PubChem BioAssay by National Center for Advancing Translational Sciences (NCATS).
HepG2 viability: qHTS for Inhibitors of TGF-b: Cytotox Counterscreen. HepG2 CAGA-GFP viability, ATP luminescence, 18 h. Potency, µM (highest dose often 46.1 µM), inactives show at the top dose activity change, negative = cytotoxicity, usual class: cytotoxic. 410,000 compounds, 0.76% hits. AID 588856, 2011; note: potency is the fitted concentration of half-maximal effect; some results filed as inactive show a strong effect at the top dose
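HepG2 CAGA-GFP cells (1000/well, DMEM with 1% FBS) received compound, then TGF-beta at 500 pg/mL final, and were incubated 18 hours at 37 degrees C. Viability was read by CellTiter-Glo luminescence. Media-only wells were set as complete cell-killing and DMSO as no toxicity.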
Mm-Cpn inhibitor: Inhibitors of TCP-1 ring complex (TRiC) of Methanococcus maripaludis (MmCpn): qHTS. Potency, µM (top dose mostly 76.9 µM), for the others: top-dose activity, negative = inhibition, hits mostly inhibitors. 330,000 compounds, 0.031% hits. Chaperonin Mm-Cpn (Methanococcus maripaludis). purified Mm-Cpn ATPase, ADP Transcreener TR-FRET; note: potency is the fitted concentration of half-maximal effect; % is set by controls: 0 for no effect and ±100 for the full control effect; nearly all actives have a fitted effect of over 80% in size
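ATP (10 uM final) was added to archaeal chaperonin (25 nM final) after 10 min exposure to test compound at 37°C; after 30 min further incubation, ADP was detected by competitive TR-FRET.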
A549 tox: Nrf2 qHTS screen for inhibitors: counterscreen for cytotoxicity | Potency, µM (titrated, usually from 46 µM), without a hit: top-dose activity change, negative = cytotoxicity, actives largely listed as inhibitors | A549 ARE-Fluc cells, CellTiter-Fluor viability, 18-24 h | 390,000 compounds, 0.16% hits; note: potency is the fitted concentration of half-maximal effect; % is set by controls: 0 for no effect and ±100 for the full control effect
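A549 ARE-Fluc cells in 5% FBS OPTI-MEM, 5000 cells/well, rested 2 h then exposed to compounds in concentration-response for 18-24 h at 37 °C. Viability by CellTiter-Fluor fluorescence (Ex 405/Em 525) after 30 min; luciferase luminescence (BugLite, 15 min, RT) read afterwards.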
Nrf2 inh: Nrf2 qHTS screen for inhibitors. 360,000 compounds, 2.1% hits. AID 504444, 2011. Potency, µM (titrated, usually from 46 µM), inactives show at the highest dose activity change, negative = inhibition, usual class: inhibitors. A549 ARE-Fluc reporter, luciferase luminescence, 18-24 h; note: potency is the fitted concentration of half-maximal effect; % is set by controls: 0 for no effect and ±100 for the full control effect; nearly all actives have a fitted effect of over 60% in size
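Two sequential reads on A549 ARE_Fluc cells exposed to compound for 18-24 h: a CellTiter-Fluor fluorescence read for viability, then a luciferase luminescence read for Nrf2/ARE activity.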
TGFb SMAD3 inh: qHTS for Inhibitors of TGF-b; HepG2 CAGA-GFP TGF-b/SMAD3 reporter, GFP fluorescence, 18 h; TGF-beta stimulated, 500 pg/mL final; 410,000 compounds, 1.2% hits; Potency, µM (highest dose often 46.1 µM), without a hit: at the top dose activity, negative = inhibition, actives largely listed as inhibitors; AID 588855, 2011; note: potency is the fitted concentration of half-maximal effect; % is set by controls: 0 for no effect and ±100 for the full control effect; nearly all actives have a fitted effect of over 65% in size
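GFP signal (ex488/em500-530) from TGF-beta-stimulated HEPG2 CAGA-GFP cells, 500 pg/mL final, 18 h at 37 degrees C in DMEM plus 1% FBS, normalized to unstimulated and DMSO-stimulated controls.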
Nrf2 activator: qHTS of Nrf2 Activators; AREc32 ARE-luciferase reporter (MCF7-derived line), luminescence, 24 h; Potency, µM (top dose mostly 46.1 µM), for inactives: top-dose activation, hits mostly activators; 410,000 compounds, 0.31% hits; AID 624171, 2012; note: potency is the fitted concentration of half-maximal effect; % of control where 0% means no effect; nearly all actives have a fitted effect of over 65% in size
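Nrf2 activation is followed as ARE-luciferase induction in the AREc32 line after one day of compound treatment; luminescence is read with Steady-Glo.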
pAkt inh: HTS Assay for Inhibitors of Akt Phophorylation: Primary Screen; Neuro2A IGF-stimulated pAkt S473 HTRF, 20 min; hits give low values; activity change, % for hits at 50 µM; 360,000 compounds, 0.32% hits; AID 651550, 2012; in the data active = activity change below about -80%; inconclusive = mostly about -51% to -80%; note: % is set by controls: 0 for no effect and ±100 for the full control effect
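Single-point screen (50 µM final compound) in Neuro2A cells stimulated 20 min with 6 nM IGF at 37 deg C. After lysis, Ser473-phosphorylated Akt read by HTRF (ex 330 nm, em 615/665 nm) as the 665/615 ratio.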
CCT chaperon mod: High-Throughput Screening for Modulators of Cytosolic Chaperonin Activity | AID 651819, 2012 | purified chaperonin ATPase assay, HTRF ADP detection, 30 min | activity change, % (no concentration beside the values), hits read low | 360,000 compounds, 0.3% hits; in the data active = activity change below about -30%; note: % is set by controls: 0 for no effect and ±100 for the full control effect
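First, chaperonin was dispensed at 40 nM or 20 nM final depending on batch activity. Next, compounds were pinned at 76 uM and ATP added at 10 uM. After 30 min at 37 °C, ADP detection reagents ran 30 min at ambient temperature.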
Abeta rescue: qHTS for compounds that reverse cellular toxicity of Amyloid beta (A-beta) peptide in yeast: Primary Screen. yeast expressing A-beta42, growth rescue, OD600, 48 h; response scale: 0% DMSO, 100% iron-clioquinol control. Potency, µM (doses to about 46.1 µM), for the others: at the top dose growth rescue, actives largely listed as activators. 410,000 compounds, 0.063% hits; note: potency is the fitted concentration of half-maximal effect; nearly all actives have a fitted effect of over 55% in size
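Yeast A-beta toxicity model in growth medium with pinned compounds, 48 h at 30 C; growth read as absorbance at 600 nm. Normalized to FeCl3/clioquinol equimolar mix (positive) and DMSO (negative).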
Active calls of the source: *; i = inactive; ? = inconclusive; . = no result given; & = joins results of further samples; [ ] = another dose, or the depositor's remark. Unless noted, calls come from the whole dose curve; as a rule, active = well fitted curve in the direction sought with a large enough effect; inconclusive = small, poorly fitted or top-dose-only effect, or another doubt; inactive = no such curve, though single readings can be large; an effect the other way counts as inactive or inconclusive.

SMILES | HepG2 viability | Mm-Cpn inhibitor | A549 tox | Nrf2 inh | TGFb SMAD3 inh | Nrf2 activator | pAkt inh | CCT chaperon mod | Abeta rescue
CCN=C1S/C(=C\c2cc(Br)c(O)c(OC)c2)C(=O)N1CC | -9.7% | 0.0% | -2.1% | 0.7% | ? | 6.0% | i | -2.3 | -8.2%
COCCNC(=S)N/N=C/c1ccc(OCc2ccc(C(=O)OC)cc2)c(OC)c1 | -33.5% | ? | 8.2% | -10.8% | -14.8% | -0.3% | i | -1.1 | -4.5%
Cc1csc(NC(=O)Cc2ccc(F)cc2)n1 | -11.0% | 0.2% | -4.1% | ? | -21.9% | 4.4% | i | -0.5 | 10.8%
CC(C)Oc1ccc(CNC(=O)C2CCCN(S(=O)(=O)N3CCOCC3)C2)cc1 (stereo not drawn) | -2.8% | 1.0% | 3.8% | -21.8% | 22.3% | 0.3% | i | 0.4 | -9.1%
CN(Cc1ccccc1)C(=S)NC(=O)C1CCCCC1 | 11.5% | 5.2% | 10.3% | ? | -23.0% | 0.2% | i | 0.8 | 1.8%
O=C(N/N=C/c1ccc([N+](=O)[O-])o1)c1cc(-c2ccncc2)nc2ccccc12 | -42.4% | 0.7% | ? | . | 14.4% | 5.4% | i | -0.8 | -14.2%
CSc1ccc(/C=N/n2nnnc2N)cc1 | -3.4% | -2.4% | -4.2% | 0.7% | 1.1% | 0.7% | i | 1.7 | 13.8%
Cc1cccc(OCC(=O)NCC(=O)N/N=C/c2cc(Br)cc(Br)c2O)c1 | -14.6% | 1.2% | -3.0% | ? | -4.4% | -0.6% | i | -0.6 | -12.5%
CCOC(=O)[C@@H]1[C@H]2COc3cc(OC)ccc3[C@@H]2N2C(=O)N(c3cccc(C)c3)C(=O)[C@@]12C | -0.4% | 2.7% | -3.2% | 2.8% | 13.3% | -0.2% | i | -1.3 | 8.3%
COc1cc(OC)cc(-c2c(C#Cc3ccsc3)c3cc(-c4cnc(OC)nc4)ccc3n2C)c1 | 6.6% | -12.0% | 0.8% | -3.7% | 13.0% | -0.9% | i | 3.5 | -2.9%
CC1=C(C(=O)Nc2ccccc2)C(c2ccccn2)n2nc(SCc3ccccc3Cl)nc2N1 (stereo not drawn) | -0.8% | . | -13.5% | 4.6%[9.27 µM] | 14.1% | -0.7% | . | . | -12.7%
CCc1nnc(NS(=O)(=O)c2ccc(NS(=O)(=O)c3ccccc3[N+](=O)[O-])cc2)s1 | 7.3% | 0.3% | 0.1% | 10.7% | -13.4% | 0.0% | i | -1.5 | -2.5%
O=C(COc1ccccc1)Nc1ccc(S(=O)(=O)N(Cc2ccccc2)c2ccccc2)cc1 | 2.9% | . | 2.2% | 2.3% | 26.0% | 0.4% | . | . | -4.0%
COc1ccc2oc(=O)c(-c3nc(C)cs3)cc2c1 | -5.5% | 0.9%[15.4 µM] | -6.2% | ? | -6.0% | 2.9% | i | -1.3 | -18.2%
CC(=O)c1ccc(Nc2cc(C)nc3nc(C)nn23)cc1 | 6.0% | 3.1% | -7.6% | 3.9% | 14.3% | -0.4% | i | 2.4 | -6.0%
COc1ccc(NC(=O)C2CCN(S(=O)(=O)c3ccc4[nH]c5c(c4c3)CCCCC5)CC2)cc1 | -11.6% | . | 14.9% | -10.5% | 0.0% | 0.2% | . | . | -13.8%
CCN(CC(=O)NC1CCS(=O)(=O)C1)S(=O)(=O)c1ccc2ccccc2c1 (stereo not drawn) | -18.1% | -4.4% | 3.6% | 8.4% | -12.0% | -0.1% | i | -1.3 | 24.2%
CCN(CC)S(=O)(=O)c1ccc(OC)c(NC(=O)c2cc(C)on2)c1 | -19.1% | 1.0% | 0.1% | -21.9% | -10.0% | 2.5% | i | -1.3 | -10.5%
CCc1cccc(CC)c1NC(=S)N(CCN(C)C)C(C)c1cccnc1 (stereo not drawn) | -4.5% | 2.6% | 11.6% | 21.8% | -17.6% | 0.6% | i | 1.0 | -9.8%
CCOC(=O)N1CCN(S(=O)(=O)c2cc3c(cc2C)NC(=O)CO3)CC1 | 2.9% | -0.7% | 2.3% | 3.8% | 10.7% | -1.0% | i | 0.6 | -9.3%
COc1ccccc1C1CCCN1Cc1nc(-c2cc3c(cc2Cl)OCO3)oc1C (stereo not drawn) | -16.1% | 1.4% | 4.6% | -2.3% | -5.3% | 0.2% | i | 0.4 | 5.7%
COc1ccc(CNC(=O)Cn2c(SCC(=O)Nc3ccc(OC)cc3)nc3ccccc32)cc1 | -49.0% | . | -9.2% | . | ? | 12.7% | . | . | 2.6%
Cc1cccc(N(CC(=O)NC(C)C)C(=O)CCC(=O)Nc2ccccn2)c1 | -23.2% | 3.1% | 2.1% | 7.8% | -4.6% | 0.3% | i | -3.3 | 12.8%
Cc1cc(C(=O)NC2Cc3ccccc3C2)c(C)o1 | -6.8% | 0.3% | 12.1% | ? | -20.8% | 3.1% | i | -2.7 | 7.0%
COc1ccc(OC)c(Nc2nc(N)nc(CSc3nnc(N)s3)n2)c1 | 1.1% | -1.4% | -1.2% | . | ? | -0.7% | i | -1.6 | -11.8%

The closing 3 compounds of the part before are carried over, then new ones follow:
SMILES | HepG2 viability | Mm-Cpn inhibitor | A549 tox | Nrf2 inh | TGFb SMAD3 inh | Nrf2 activator | pAkt inh | CCT chaperon mod | Abeta rescue
Cc1cccc(N(CC(=O)NC(C)C)C(=O)CCC(=O)Nc2ccccn2)c1 | -23.2% | 3.1% | 2.1% | 7.8% | -4.6% | 0.3% | i | -3.3 | 12.8%
Cc1cc(C(=O)NC2Cc3ccccc3C2)c(C)o1 | -6.8% | 0.3% | 12.1% | ? | -20.8% | 3.1% | i | -2.7 | 7.0%
COc1ccc(OC)c(Nc2nc(N)nc(CSc3nnc(N)s3)n2)c1 | 1.1% | -1.4% | -1.2% | . | ? | -0.7% | i | -1.6 | -11.8%
CCOc1ccc(-c2nnc(SCc3nc4ccccc4[nH]3)n2N)cc1 | 3.5% | 3.8% | 1.1% | 10.7% | ? | 5.6% | i | -0.6 | 21.3%
CCOC(=O)c1ccc(N2C(=O)C3CC=C(C)CC3C2=O)cc1 (stereo not drawn) | -3.9% | 0.9% | -2.7% | 4.2% | 7.0% | 0.6% | i | 2.4 | 4.3%
CC1CCCCC12NC(=O)N(CC(=O)Nc1ccc3c(c1)OCO3)C2=O (stereo not drawn) | 5.7% | . | . | . | -8.7% | -0.8% | i | -1.5 | 3.5%
COC(=O)N/N=C/c1cc(N=Nc2ccccc2)ccc1O | 5.2% | -3.2% | -0.5% | 0.7% | 6.1% | 9.4% | i | -4.1 | -10.8%
Cc1ccc2nc(NNC(=O)c3ccc4c(c3)OCCO4)sc2c1 | -21.7% | 0.3% | 0.0% | 15.4% | -4.9% | 13.3% | i | -0.6 | 2.8%
COc1ccc(-c2ccnc(SCC(=O)Nc3ccccn3)n2)cc1 | -3.0% | 0.1% | -2.0% | . | -13.3% | 6.3% | i | -0.3 | -8.2%
CC1(C)C(=O)Nc2ccccc2N1C(=O)COC(=O)C1CCCCC1 | -5.0% | 0.8% | 0.9% | 0.8% | 0.4% | 0.1% | i | 0.8 | 18.9%
CC(=O)N1CCN(C(=O)c2cc3c(s2)CCC(C)C3)CC1 (stereo not drawn) | -1.0% | 2.1% | -4.1% | 15.5% | ? | 1.0% | i | 1.3 | -6.7%
CNC(=S)N/N=C/c1c(Cl)cccc1Cl | -11.5% | -5.4% | 0.0% | 0.0% | -28.6% | 3.7% | i | -0.8 | 10.9%
CC(C)=CCc1cc(-c2oc3cc(O)cc(O)c3c(=O)c2O)ccc1O | -45.5% | . | -1.7% | -0.4% | ? | 1.1% | i | 2.5 | -47.3%[inhibitor]
Fc1ccc(C2=NOC(c3nnc(-c4ccccc4)o3)C2)cc1 (stereo not drawn) | -7.4% | 0.9% | 7.8% | -8.1% | -1.2% | 0.3% | i | -1.8 | 1.7%
CC(=O)Nc1cccc(OCC(=O)Nc2ccccc2)c1 | -5.5% | 3.8% | 1.2% | ? | 0.0% | 0.1% | i | 0.1 | 6.8%
CCOc1ccc(Nc2cc3n(c(=O)n2)CCc2cc(OC)c(OC)cc2-3)cc1 | -35.5% | -1.1% | -2.8% | ? | -17.1% | 12.4% | i | -2.7 | -8.9%
Cc1ccc(/C=c2\sc3nc(-c4cccnc4)nn3c2=O)cc1 | -11.9% | 0.7% | 12.1% | 3.1% | -8.1% | 3.6% | i | 0.0 | -3.0%
Cc1cc(C)c2c(CCl)cc(=O)oc2c1 | -36.8% | 1.4% | -17.0% | 4.1% | ? | 5.0% | i | 1.9 | -77.5%[inhibitor]
CCCc1cc(=O)[nH]c(SCc2ccc(Cl)cc2)n1 | -2.7% | 1.6% | . | ? | -33.8% | 2.6% | i | -0.7 | ?
CCOC(=O)C1(C)CCN1C(=O)c1ccc(Cl)nc1 (stereo not drawn) | -2.1% | . | . | . | 1.3% | 0.1% | i | 1.3 | -1.5%
CCCn1c2ccc(C)cc2c2nnc(SCCN3CCCCC3)nc21 | -16.3%&-15.6% | 1.6% | -3.3%&12.1% | ? | -5.5%&-5.5% | 2.8%&9.9% | i | 0.9 | 9.3%&3.5%
CN(C)c1ccc(/C=N/n2c(-c3cccnc3)n[nH]c2=S)cc1 | -1.4% | 1.2% | -14.4% | -4.0% | 2.1% | 0.1% | i | -7.0 | 4.7%
